S100A4 inh HTS: blocks human S100A4 binding to myosin IIA peptide. P26447. S100A4/TAMRA-MyoIIA peptide fluorescence polarization. inhibition, % at 10.7 µM. 0.14% of 360,000 active. AID 652163;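 active means mean inhibition of at least 70% across replicates, with every replicate also reaching that level; inconclusive means mean inhibition reaches 70% but some replicates fall short; inactive means mean inhibition below 70%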
Target sequence (P26447 whole entry, looked up): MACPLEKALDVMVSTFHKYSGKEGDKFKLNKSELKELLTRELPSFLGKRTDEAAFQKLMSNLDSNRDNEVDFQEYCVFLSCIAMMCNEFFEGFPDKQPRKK
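Material: S100A4 monomer protein | Medium: HEPES pH 7.2 with CaCl2, KCl, NaCl, DTT, Triton | Reagent: Labelled myosin peptide probe, 5 nM | Doses: One dose per compound | Times: 5 min incubation before reading | Benchmarks: Neutral control DMSO, positive control TFP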
PglD DTNB: PglD (C. jejuni) enzyme inhibition. 0.098% of 360,000 active. inhibition, % at 12.5 µM. purified PglD enzyme, DTNB colorimetric CoA detection. AID 602405; in the data active means inhibition above about 16%, passing the limit was not always enough; inconclusive means no clear call, values can overlap the other calls; further: strong numbers were not always called active
FN deposition inh: fibronectin deposition inhibition | AH1F fibroblasts, Alexa488-fibronectin deposition fluorescence, overnight | inhibition, % at 12.6 µM | 0.086% of 350,000 active | AID 743247;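 active means mean inhibition across replicates of 30% or more, regardless of how many single replicates reach that level; inconclusive means mean under 30% yet at least half of replicates reach 30%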;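 further: positive control wells lacked labelled fibronectin entirely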
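Assay system: AH1F fibroblast monolayer, labelled fibronectin deposition. Amount: 10000 cells per well. Also added: labelled fibronectin 24 nM. Compound: single-point pinned compound. Incubation: cell attachment 1 h, compound and FN exposure overnight. Detection: fluorescence after three HBSS washes, excitation 485 nm, emission 525 nm. Read-out: inhibition of fibronectin deposition signal.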
EWS-Fli block: EWS/Fli transcriptional activity inhibition; A673 NR0B1-luciferase reporter, viability-normalised; inhibition, % at 12.6 µM; 0.67% of 350,000 active;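 active means mean inhibition of at least 50% after viability correction, with every replicate also passing that limit; inconclusive means mean reaches 50% but only one of two replicates passes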;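 further: firefly luciferase signal divided by Alamar Blue viability fluorescence both relative to DMSO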
PGC1a acetyl inh: PGC1a acetylation modulation, inhibitor mode; 0.17% of 350,000 active; inhibition, % at 15.6 µM; AID 651687; U2OS PGC1a acetylation, AlphaScreen anti-acetyl-lysine; with virally co-expressed GCN5 acetyltransferase;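 active means every replicate shows inhibition of at least 40%; inconclusive means mean inhibition at least 40% but some replicate below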;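 further: 0% = neutral control wells and 100% = positive control wells; some results beyond the cut were filed as inactive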
PAX8 reporter: lowers PAX8-driven luciferase in RMG-I cells | RMG-I TPO-luciferase reporter, SteadyGlo, 24 h | inhibition, % at 12.6 µM | 1.2% of 360,000 active | AID 652154;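 active means mean replicate inhibition at least 60% with every replicate also reaching 60%; inconclusive means only one of the two criteria is met; inactive means mean below 60% and not all replicates reaching 60%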;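 further: luciferase light reporting Pax8 driven TPO promoter activity; plate controls were median of neutral control wells for no effect and mitoxantrone controls for full effect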
LGR2 antag: blocks bursicon-induced cAMP signaling via Drosophila LGR2. HEK293 LGR2, CRE-luciferase, bursicon-stimulated, 4 h. inhibition, % at 9.99 µM. 0.35% of 380,000 active. AID 720647;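 active means drop in luminescence signal, shown as inhibition above about 50% in the replicate tests, limit read from the data, passing the limit was not always enough; inconclusive means probably only some replicates passing the limit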;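 further: agonist challenge used bursicon conditioned medium at about half maximal strength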
ERAP1 HTS inh: ERAP1 (human) enzyme inhibition | 0.15% of 340,000 active | Q9NZ08 | recombinant ERAP1, Leu-AMC fluorescence, 60 min | inhibition, % at 10.7 µM | AID 652197;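 active means mean replicate inhibition of at least 30%, or all replicates individually reaching that 30% level; inactive means mean below 30% and not every replicate reaching it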;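 further: 0% = neutral control wells and 100% = L-leucinethiol positive control wells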
Target sequence (Q9NZ08 whole entry, looked up): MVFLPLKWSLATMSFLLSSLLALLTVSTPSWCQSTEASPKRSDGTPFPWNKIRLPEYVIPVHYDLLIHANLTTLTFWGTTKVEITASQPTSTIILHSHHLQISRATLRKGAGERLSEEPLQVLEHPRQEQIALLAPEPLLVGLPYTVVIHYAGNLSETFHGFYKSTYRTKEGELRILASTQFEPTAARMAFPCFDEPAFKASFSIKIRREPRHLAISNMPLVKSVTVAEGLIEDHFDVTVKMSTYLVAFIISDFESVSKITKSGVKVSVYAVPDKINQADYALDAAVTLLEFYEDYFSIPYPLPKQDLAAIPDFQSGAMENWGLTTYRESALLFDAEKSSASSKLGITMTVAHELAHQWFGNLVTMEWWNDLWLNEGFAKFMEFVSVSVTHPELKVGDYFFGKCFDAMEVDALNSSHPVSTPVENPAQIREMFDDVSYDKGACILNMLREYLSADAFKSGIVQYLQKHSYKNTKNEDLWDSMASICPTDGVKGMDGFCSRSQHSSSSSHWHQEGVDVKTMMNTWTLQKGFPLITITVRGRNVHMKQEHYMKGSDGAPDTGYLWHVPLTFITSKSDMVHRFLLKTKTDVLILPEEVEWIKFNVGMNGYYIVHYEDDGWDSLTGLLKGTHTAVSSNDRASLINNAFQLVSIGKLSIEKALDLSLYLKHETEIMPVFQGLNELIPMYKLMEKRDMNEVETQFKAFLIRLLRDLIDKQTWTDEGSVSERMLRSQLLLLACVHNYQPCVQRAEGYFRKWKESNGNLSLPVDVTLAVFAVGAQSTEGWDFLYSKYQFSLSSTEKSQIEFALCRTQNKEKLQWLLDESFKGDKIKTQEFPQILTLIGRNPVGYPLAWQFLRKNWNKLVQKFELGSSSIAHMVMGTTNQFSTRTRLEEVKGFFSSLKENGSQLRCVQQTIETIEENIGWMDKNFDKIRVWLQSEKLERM
* = called active by the depositor; ? = inconclusive; . = not tested or not shown.

canonical_smiles	PGC1a acetyl inh	ERAP1 HTS inh	LGR2 antag	EWS-Fli block	S100A4 inh HTS	PglD DTNB	FN deposition inh	PAX8 reporter
O=c1cc(O)c(-c2cccc(Cl)c2)c(Cl)[nH]1	4	.	.	.	.	2	11	6
Cc1cc(C)n2nc(SC(C)C(=O)Nc3ccc(Cl)cn3)nc2n1 (centres undefined)	-9	-1	11	3	-5	3	-6	-3
O=C(NCC(=O)N1CCOCC1)c1ccc(Br)cc1	.	-2	-8	.	-2	3	.	-15
O=C(COC(=O)c1cccc(S(=O)(=O)N2CCCCCC2)c1)Nc1ccccc1	7	-1	0	-1	0	-1	-6	-9
Cc1ccc(CNC(=O)C2(S(=O)(=O)c3ccc(C)cc3)CC2)cc1	0	-1	9	3	-6	1	5	0
CC(=O)N1c2ccc(S(=O)(=O)NCCC(=O)Nc3cccc(Cl)c3)cc2CC1C (centres undefined)	-2	0	-3	7	3	0	4	-17
CCCCOc1ccc(C(=O)N2CCNC(=O)C2CC(=O)OC(C)C)cc1 (centres undefined)	-19	-1	-1	4	-2	4	-3	2
O=c1nc(NO)ccn1C1CCCO1 (centres undefined)	.	2	-7	-1	-4	.	4	-11
CCCOc1ccc(CNC(=O)c2ccc3nc(N4CCOCC4)sc3c2)cc1	-18	.	15	7	2	9	-9	0
Cc1ccc(NC(=O)c2cc3c(s2)CCCC3)cc1	-9	.	-106	-89	1	-4	-2	-204
COc1ccc(C(=O)c2cn(-c3cccc(Br)c3)nc2C(C)=O)cc1	-12	.	-3	6	-1	3	10	-8
C[C@H](CO)N1C[C@H](C)[C@H](CN(C)C(=O)C2CC2)Oc2cc(Br)ccc2S1(=O)=O	-11	1	5	-11	-5	2	.	1
Cc1cccc(NS(=O)(=O)c2c(C(=O)N3CCCC3)c(C)n(C)c2C)c1	2	2	13	.	0	1	-4	-4
COc1cc(S(=O)(=O)N2CCN(Cc3ccc4c(c3)OCO4)CC2)c(C)cc1C	4	-3	-7	6	1	3	-8	-5
CN(C)C(CNC(=O)c1cccc(S(=O)(=O)NCc2ccccc2)c1)c1ccccc1 (centres undefined)	.	-2	7	-15	-10	-2	.	-9
N#C/C(=C\c1ccc(C(=O)O)cc1)c1ccccn1	.	2	-8	1	-1	.	3	3
COc1cccc(C(=O)N2CCC[C@@H]2C(=O)N2CCC[C@H]2C(=O)NCc2ccccc2)c1	.	-1	-4	-5	-20	.	6	-36
NC(=O)NC(=O)CC1S/C(=N/N=C2\CSC(=O)N2)NC1=O (centres undefined)	1	-1	-3	2	3	-2	.	8
CCC(Cc1ccccc1)OC(=O)c1ccccc1C(=O)O (centres undefined)	-1	1	-31	8	-2	-4	3	-2
Cc1cc(O)c(C(C[N+](=O)[O-])c2ccc(Cl)cc2Cl)c(=O)o1 (centres undefined)	6	2	0	.	-5	5	.	.
C[C@@H]1CN([C@H](C)CO)S(=O)(=O)c2ccc(-c3cncnc3)cc2O[C@H]1CN(C)Cc1ccccc1	-8	-4	-8	13	-13	1	.	1
O=C(/C=C/c1ncc(C(F)(F)F)cc1Cl)OCc1ccccc1	1	-2	12	3	-3	1	.	.
O=S(Cc1ccccc1)c1ccccc1 (centres undefined)	.	2	5	-18	-9	.	-3	.
O=S(=O)(c1ccccc1)[C@@]1(c2ccccc2)C[C@@H]2ON=C(c3cccc(-c4ccccc4)c3)[C@@H]2C1	-5	0	-5	17	-2	2	-1	24
C/C(=N\NC(=O)c1cc(-c2ccccn2)nc2ccccc12)c1cccc([N+](=O)[O-])c1	2	-3	.	11	0	-3	7	5

canonical_smiles	PGC1a acetyl inh	ERAP1 HTS inh	LGR2 antag	EWS-Fli block	S100A4 inh HTS	PglD DTNB	FN deposition inh	PAX8 reporter
Cc1ccc(NS(=O)(=O)c2c(C)[nH]c(C)c2C(=O)N2CCCCC2)c(C)c1	-3	-2	2	.	-7	-3	-1	4
CC(C)OC(=O)c1cccc(NC(=O)CSc2nnc(N)s2)c1	10	-1	-22	-2	0	3	-3	-15
COc1ccc(C)cc1NC(=O)COC(=O)c1c(C)nn(-c2ccccc2)c1C	-5	0	-2	-2	2	0	-12	-4
COc1cc(OC)cc(C(=O)OCC(=O)NC2CCCCCC2)c1	3	-3	4	-3	2	8	3	0
COc1ccc(NC(=S)NC(NC(=O)c2ccccc2Cl)C(Cl)(Cl)Cl)c([N+](=O)[O-])c1 (centres undefined)	.	0	7	10	4	-2	.	.
COc1ccc(S(=O)(=O)N(C)C[C@@H]2Oc3ccc(NS(C)(=O)=O)cc3CC(=O)N([C@H](C)CO)C[C@@H]2C)cc1	7	-1	-1	-6	1	1	.	11
CC(=O)Nc1cccc(Cn2cccn2)c1	.	-2	6	3	-1	.	.	.
COc1ccc(NC(=O)N(C)C[C@H]2OCCCC[C@H](C)Oc3ccc(NC(=O)CCCN(C)C)cc3C(=O)N([C@@H](C)CO)C[C@@H]2C)cc1	9	2	9	-3	-2	5	.	-15
CN1c2ccc(-c3cccc(C#N)c3)cc2[C@@H]2[C@@H](CCN2C(=O)C2CCCCC2)[C@@H]1CO	-17	1	-4	0	0	.	-26	43
COc1ccc(NC(=O)/C=C/C(=O)O)c([N+](=O)[O-])c1	0	2	6	15	-4	2	2	0
C[C@H]1CCCCO[C@H](CN(C)C(=O)Nc2ccccc2)[C@@H](C)CN([C@@H](C)CO)C(=O)c2cc(NS(=O)(=O)c3cccs3)ccc2O1	-4	0	-5	-1	-7	6	5	17
C[C@@H](O)C#Cc1cnc2c(c1)C(=O)N([C@@H](C)CO)C[C@H](C)[C@@H](CN(C)Cc1cccc(F)c1)O2	-7	-3	0	0	4	1	-11	.
NC(=O)c1cc(-c2ccccc2)sc1NC(=O)CN1CCCCC1	.	-1	.	-31	-8	.	-5	-9
Cc1cc(C)c2oc(C(=O)N(Cc3ccccc3)c3ccccn3)cc(=O)c2c1	?	1	-10	13	1	.	-3	16
CCOC(=O)C1CCN(C/C=C/c2ccccc2[N+](=O)[O-])CC1	0	0	2	9	1	-2	-1	8
CCOc1ccc(N2CC(C(=O)NCCc3c[nH]c4ccc(C)cc34)CC2=O)cc1 (centres undefined)	.	-2	-12	12	-9	8	-4	20
Cc1nc([N+](=O)[O-])cn1Cc1cccc2ccccc12	.	-3	12	13	2	0	-4	10
COc1ccc(NC(=O)CN(C)C(=O)Cc2ccc(S(=O)(=O)N3CCOCC3)s2)cc1	.	-22	-11	4	4	6	-2	4
COc1ccc(CN(C)C[C@@H]2Oc3ccc(NC(=O)Nc4ccc(C(F)(F)F)cc4)cc3CC(=O)N([C@H](C)CO)C[C@H]2C)cc1	9	0	-1	-4	9	1	.	-18
C[C@H](O)[C@H](O)[C@H]1CNc2nc(N)[nH]c(=O)c2N1	2	0	-6	-11	-4	2	1	-15
CCN(C(=O)CSc1nc(N)cc(=O)[nH]1)c1c(N)n(Cc2ccccc2)c(=O)[nH]c1=O	0	0	-3	-1	-1	3	-5	-4
Cc1occc1C(=O)N/N=C/c1sc(N2CCOCC2)nc1-c1ccccc1	1	0	-14	-2	0	.	2	15
c1ccc(-c2csc(Nc3ccc4c(c3)OCO4)n2)cc1	-2	.	-19	-29	1	-6	.	-88
Cc1nonc1CC(=O)NC1CC(C)(C)Cc2c1cnn2-c1ccc(F)cc1 (centres undefined)	.	3	-8	-10	-1	-3	-1	-13
CCOc1ccc(CC(=O)NC2CCN(Cc3ccccc3)CC2)cc1	.	0	1	2	-4	7	3	3

Ordered by the number under S100A4 inh HTS (high to low): some entries from above
canonical_smiles	S100A4 inh HTS
COc1ccc(NC(=S)NC(NC(=O)c2ccccc2Cl)C(Cl)(Cl)Cl)c([N+](=O)[O-])c1 (centres undefined)	4
Cc1cccc(NS(=O)(=O)c2c(C(=O)N3CCCC3)c(C)n(C)c2C)c1	0
Cc1ccc(CNC(=O)C2(S(=O)(=O)c3ccc(C)cc3)CC2)cc1	-6

Remaining list, next part:
canonical_smiles	PGC1a acetyl inh	ERAP1 HTS inh	LGR2 antag	EWS-Fli block	S100A4 inh HTS	PglD DTNB	FN deposition inh	PAX8 reporter
COC(=O)c1ccc(COc2ccc(C)c(C)c2)o1	.	3	-113	-113	-1	5	-8	-119
CCOc1ccc(OCC)c(NC(=O)CCNS(=O)(=O)c2cc(Br)cnc2N)c1	.	1	8	11	-3	-6	15	-10
C[C@@H]1CCCCO[C@@H](CN(C)C(=O)Nc2ccc(F)cc2)[C@H](C)CN([C@@H](C)CO)C(=O)c2cc(NS(C)(=O)=O)ccc2O1	8	-1	7	-9	7	1	.	12
CC(C)[C@H](NC(=O)OCc1ccccc1)C(=O)OCC(=O)NC1(C#N)CCCC1	.	-1	1	.	-8	1	1	-4
C[C@@H]1CCCCO[C@@H](CN(C)C(=O)c2ccncc2)[C@@H](C)CN([C@H](C)CO)C(=O)c2cc(NC(=O)CCCCCC(=O)Nc3ccccc3N)ccc2O1	99*	-1	5	-3	-14	-2	-4	13
COCC(=O)N(C)C[C@H]1Oc2cc(C#CCC(C)C)ccc2S(=O)(=O)N([C@@H](C)CO)C[C@H]1C	-6	0	9	7	20	-1	4	.
CCn1c(CNC(=O)C2CCCCC2)cc2ccccc21	-1	0	0	16	-2	6	-1	13
CN1CCN(C(=O)C[C@H]2CC[C@H]3[C@@H](COC[C@H](O)CN3C(=O)c3ccccc3F)O2)CC1	6	.	7	-3	.	4	2	-1
C[C@@H]1CCCCO[C@H](CN(C)C(=O)CCC(F)(F)F)[C@H](C)CN([C@@H](C)CO)C(=O)c2cc(NC(=O)NC3CCCCC3)ccc2O1	-6	0	-16	-9	-2	1	.	.
Cc1ccc2nc(-c3cccnc3)cc(C(=O)Nc3ccccc3[N+](=O)[O-])c2c1	.	4	9	.	2	10	4	-10
Cc1cc(C)c(S(=O)(=O)Nc2ccccc2C(=O)OCC(=O)NCc2ccccc2)c(C)c1	.	-1	30	-12	-25	.	-8	7
COC(=O)[C@]1(Cc2ccccc2)N[C@H](CN(C)S(=O)(=O)c2ccc(-c3ccccc3)cc2)[C@@H]2C(=O)N(C)C(=O)[C@@H]21	.	.	14	6	-4	-2	8	21
CCS(=O)(=O)Nc1ccc2c(c1)C(=O)N(C)[C@@H]1CC[C@@H](CC(=O)N3CCN(C)CC3)O[C@H]1CO2	6	-4	13	-5	-1	-2	14	-10
Cc1ccccc1NC(=O)OCCN1CCN(Cc2ccccc2)CCC1=O	-2	2	-3	-2	-8	1	-7	3
Cc1noc(C)c1NC(=O)NCC[C@@H]1CC[C@@H](NC(=O)Cc2cccnc2)[C@H](CO)O1	0	2	10	-4	8	1	-2	-16
CCC(CC)COC(=O)C(C#N)c1nc2ccccc2nc1N1CCN(CC)CC1 (centres undefined)	-3	.	-8	.	.	-10	-9	.
Cc1nnc(N2CCCC(C(=O)NCc3ccccc3F)C2)c2nn(-c3ccccc3)c(C)c12 (centres undefined)	-18	5	2	13	-2	-1	2	36
CO[C@@H](C(=O)N(C)C[C@H]1OCc2ccccc2-c2c(n(C)c3ccccc23)C(=O)N([C@H](C)CO)C[C@@H]1C)c1ccccc1	2	-1	8	-3	15	3	9	-20
Clc1ccccc1CN1CCN(c2ncccn2)CC1	-1	-4	-2	-3	-1	-2	1	1
